EP2 mod: modulates human prostaglandin E2 receptor EP2 signaling; induction, % at 25 µM; hit rate 0.83% among 260,000; EP2-expressing cells, cAMP HTRF FRET, PGE2 co-stimulation; P43116;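 active = compounds whose cAMP rise, as percent of the full-agonist control response, exceeds 60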;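 also: rat C6 glioma line stably carrying human EP2 under a CMV promoter; the protocol text gives 20 µM as final concentration; 100% = response of wells given 1 µM PGE2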
Target sequence (P43116 whole entry, looked up): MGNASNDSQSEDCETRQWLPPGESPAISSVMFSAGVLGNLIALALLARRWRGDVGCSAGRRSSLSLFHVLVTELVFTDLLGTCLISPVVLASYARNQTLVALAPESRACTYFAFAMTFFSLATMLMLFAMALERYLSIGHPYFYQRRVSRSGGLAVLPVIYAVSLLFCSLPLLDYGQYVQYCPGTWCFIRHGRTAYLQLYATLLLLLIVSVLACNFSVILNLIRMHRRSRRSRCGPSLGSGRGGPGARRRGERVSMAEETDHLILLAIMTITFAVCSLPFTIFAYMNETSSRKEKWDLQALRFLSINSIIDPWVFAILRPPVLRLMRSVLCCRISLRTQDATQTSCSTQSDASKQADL
NPY-Y2 PAM-ag: potentiators or agonists of human neuropeptide Y receptor Y2. AID 1359. activation, % at 3.6 µM. hit rate 0.45% among 220,000. cells expressing NPY-Y2, potentiator/agonist read-out. P49146; in the data active = activation above about 27%;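 also: cells stimulated with NPY near EC25 plus isoproterenol at EC100; 0% = vehicle plus submaximal agonist and 100% = vehicle plus saturating agonist; some results beyond the cut were filed as inactive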
NPY-Y1 antag: blocks the human neuropeptide Y Y1 receptor | P25929 | hit rate 1% among 200,000 | AID 1040 | HEK293-CNG Y1 cells, membrane potential fluorescence; NPY at EC95, then isoproterenol | inhibition, % at 3.6 µM;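 active = inhibition above the campaign mean inhibition of all tested compounds plus 3 SD, cut at about 20% in these data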;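 also: 0% = DMSO wells given NPY plus isoproterenol and 100% = isoproterenol alone without NPY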
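Material: HEK293 cells co-expressing NPY Y1 receptor and cyclic-nucleotide gated channel. Timing: compound incubation 1 h at room temperature, readout 45 min post-stimulation. Signal: fluorescence, membrane potential probe.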
S1P4 antag: blocks the human S1P4 receptor | AID 1510 | inhibition, % at 4.98 µM | O95977 | S1P4-expressing cells, antagonist mode, reporter read-out | hit rate 0.26% among 220,000; in the data active = inhibition above about 29%;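 also: 0% = wells stimulated with agonist and 100% = vehicle wells without agonist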
S1P4 agonist: agonists of human S1P4 receptor; activation, % at 4.98 µM; AID 1509; hit rate 0.35% among 220,000; S1P4-expressing cell line, agonist reporter assay; in the data active = activation above about 11%;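 also: 0% = DMSO vehicle and 100% = reference agonist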
NPY1 pot ag: potentiators or agonists of human neuropeptide Y receptor Y1; AID 1304; activation, % at 3.6 µM; hit rate 0.37% among 220,000; NPY-Y1 expressing cells, potentiator/agonist activation; in the data active = activation above about 33%, passing the limit was not always enough;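 also: cells stimulated with NPY at EC10 then isoproterenol at EC100; 0% = low agonist plus stimulus and 100% = saturating agonist plus stimulus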
TRPML3 ag: human mucolipin-3 channel agonism. Q8TDD5. HEK293 TRPML3-YFP, Fluo-8 calcium fluorescence; 100% = the carbachol control signal. activation, % at 3 µM. hit rate 0.29% among 220,000. AID 1448;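 active = activation above its plate's cutoff, the mean activation of the plate's test wells plus 3 SD, cut at about 12% in these data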;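 also: 0% = DMSO only wells and 100% = carbachol wells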
Target sequence (Q8TDD5 whole entry, looked up): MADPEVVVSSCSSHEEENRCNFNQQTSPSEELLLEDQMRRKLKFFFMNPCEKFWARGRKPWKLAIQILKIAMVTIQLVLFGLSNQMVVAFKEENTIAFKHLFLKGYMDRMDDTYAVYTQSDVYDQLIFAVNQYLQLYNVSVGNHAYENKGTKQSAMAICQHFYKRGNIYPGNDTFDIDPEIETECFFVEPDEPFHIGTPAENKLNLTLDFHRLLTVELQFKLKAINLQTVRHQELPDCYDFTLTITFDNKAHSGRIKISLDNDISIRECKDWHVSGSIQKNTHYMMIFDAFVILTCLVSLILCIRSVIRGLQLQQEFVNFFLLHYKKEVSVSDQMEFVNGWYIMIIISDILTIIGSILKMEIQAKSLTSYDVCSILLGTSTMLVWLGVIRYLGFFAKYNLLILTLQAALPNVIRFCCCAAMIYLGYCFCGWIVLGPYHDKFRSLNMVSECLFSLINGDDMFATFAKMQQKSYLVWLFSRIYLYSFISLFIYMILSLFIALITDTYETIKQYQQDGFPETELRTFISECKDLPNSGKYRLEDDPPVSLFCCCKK
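Test system – HEK293 line with stable expression of human TRPML3-YFP channel · Control set – carbachol 87 µM final as high control (100%), DMSO as low control (0%) · Signal – Fluo-8 calcium dye fluorescence, ex 470-495, em 515-575 nm · Incubation – 1-h 37 °C dye load, 5-s basal, 120-s post-compound reads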
TRPN1 ag: agonists of zebrafish TRPN1 channel | activation, % at 3 µM | hit rate 0.18% among 220,000 | HEK293 zebrafish TRPN1-YFP, Fluo-8 calcium fluorescence; 100% = response to 87 µM carbachol;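 active = activation above its plate's cutoff, the mean activation of test wells on that plate plus 3 SD, cut at about 19% in these data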;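 also: 0% = DMSO alone and 100% = 87 µM carbachol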
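Material – zebrafish TRPN1-YFP in HEK293 cells · Doses – 3 µM single point · Schedule – dye 1 h 37 °C plus 30 min RT · Signal – Fluo-8 calcium fluorescence, excitation 470-495 nm, emission 515-575 nm · Read-out – % activation versus carbachol response · Control set – carbachol high, DMSO low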
CHOP inhibitor: inhibitors of CHOP induction in ER stress response; CHO-K1 CHOP-promoter luciferase, tunicamycin-induced, 15-18 h; inhibition, % at 10 µM; AID 2732; hit rate 3.8% among 220,000;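 active = compounds that reduced the stress-induced luciferase reporter signal by more than about 70% of percent inhibition, limit read from the data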;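 also: 0% = tunicamycin plus vehicle and 100% = wells without tunicamycin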
* = called active by the depositor; / = no result given; & = joins results of further samples.

SMILES	EP2 mod	NPY-Y2 PAM-ag	NPY-Y1 antag	S1P4 antag	S1P4 agonist	NPY1 pot ag	TRPML3 ag	TRPN1 ag	CHOP inhibitor
Cc1nc2ccccc2nc(C)c1=NOCc1ccccc1Cl	17	5	7	-9	-0.5	-6	0.8	-0.9	-17
COc1ccc(-c2cc(=O)oc3cc(OCC(C)=O)ccc23)cc1	19	1	2	-13	-0.6	2	0.0	-0.6	13
Cc1ccc2[nH]c(=O)c(CN(CCCN3CCOCC3)C(=O)Nc3ccc(Cl)cc3)cc2c1	-85&-21	-6	3	-8	2.4	-17	0.8	-0.8	-18
Oc1ccccc1Nc1nc(NCC2CCCO2)c2ccccc2n1 (stereo not given)	-9&-155	23	-1	-9	1.7	5	-0.2	0.1	13
Cc1ccc(C(=O)OCC(=O)NCc2cccs2)cc1	1	-12	-2	-19	0.1	-8	-0.4	-0.9	22
CN(C)S(=O)(=O)c1cccc(N=C2NN=C(c3ccccc3)CS2)c1	15	-1	-3	-13	-0.1	-5	-0.1	0.0	7
CCc1cc2c(=O)c(-c3ccc4c(c3)OCCO4)coc2cc1OS(C)(=O)=O	-23	6	5	-5	2.0	14	0.5	0.2	13
Cc1cc(NC(=O)c2ccc3c(c2)OCCO3)no1	25	13	6	-2	-0.4	14	0.4	0.0	36
O=C(Cn1nc(-c2ccccc2)c2ccccc2c1=O)Nc1cccc(O)c1	11	7	-2	-8	0.2	9	-0.1	0.4	24
COc1ccc(S(=O)(=O)Cc2ccc(C(=O)N3CCN(C(=O)c4ccco4)CC3)o2)cc1	4	2	5	-7	0.5	7	0.4	1.1	-32
c1nc2nc3c(c(N4CCOCC4)n2n1)CCCC3	8	5	-6	11	-1.1	19	0.6	0.9	-23
COc1ccc(N2C(=O)CSC2c2ccc3c(c2)OCO3)cc1 (stereo not given)	-2	9	-3	-23	-3.1	1	-0.1	2.5	26
O=C(O)c1ccnc(SCC(=O)c2ccccc2)c1	24	3	4	-14	-0.1	-20	0.8	0.1	10
COc1ccc(S(=O)(=O)Nc2cccc(S(=O)(=O)N3CCCCCC3)c2)cc1	6	15	1	-4	-0.3	6	-0.6	-1.1	-15
Cc1cc(C(=O)N2CCOCC2)n(-c2ccccc2)n1	21	-8	-4	-18	-1.3	-2	-0.1	-1.0	34
CCOC(=O)c1c(C)[nH]c(C)c1C(=O)CSc1nnc(-c2ccncc2)n1C	10	11	0	7	-1.3	5	-1.1	2.1	-8
Cc1ccc(S(=O)(=O)N2CCOCC2)cc1NC(=O)CSc1nc(N)cc(=O)[nH]1	1	-13	/	-7	-0.9	10	-1.0	-0.9	14
Cc1cc(C)nc(NC(=O)Cc2cccs2)n1	4	9	4	1	-0.7	6	0.5	1.0	-1
Cc1ccc(S(=O)(=O)N(CC(=O)NCc2ccco2)Cc2ccccc2F)cc1	22	-2	2	-21	0.9	0	0.9	-1.9	14
NC12CC3CC(C1)CC(O)(C3)C2	0	-14	5	-31	0.9	-3	-0.1	0.7	32

Reprinted at random: 4 compounds from above.
SMILES	EP2 mod	NPY-Y2 PAM-ag	NPY-Y1 antag	S1P4 antag	S1P4 agonist	NPY1 pot ag	TRPML3 ag	TRPN1 ag	CHOP inhibitor
Cc1cc(NC(=O)c2ccc3c(c2)OCCO3)no1	25	13	6	-2	-0.4	14	0.4	0.0	36
CCOC(=O)c1c(C)[nH]c(C)c1C(=O)CSc1nnc(-c2ccncc2)n1C	10	11	0	7	-1.3	5	-1.1	2.1	-8
Cc1nc2ccccc2nc(C)c1=NOCc1ccccc1Cl	17	5	7	-9	-0.5	-6	0.8	-0.9	-17
NC12CC3CC(C1)CC(O)(C3)C2	0	-14	5	-31	0.9	-3	-0.1	0.7	32

Going on with the list.
SMILES	EP2 mod	NPY-Y2 PAM-ag	NPY-Y1 antag	S1P4 antag	S1P4 agonist	NPY1 pot ag	TRPML3 ag	TRPN1 ag	CHOP inhibitor
O=C(O)c1ccc(N/N=C/c2ccc3nccnc3c2)cc1	5	-1	/	3	0.4	-8	0.4	1.6	101*
Cc1ccc(N2C(=O)C(F)(F)C2c2ccccc2)cc1 (stereo not given)	45	-6	-1	-6	0.4	2	3.6	-0.9	26
O=C(CNC(=O)c1cccc(OC(F)F)c1)OCn1nnc2ccccc2c1=O	-9	17	8	-13	-1.4	19	1.0	0.5	-9
CC(C)c1ccc(C2C3=C(CC(C)(C)CC3=O)NC3=C2C(=O)c2ccccc23)cc1 (stereo not given)	-21	25	5	13	1.7	34	-0.6	-3.8	41
CC1CC(C(F)(F)F)n2ncnc2N1 (stereo not given)	-1	4	5	5	-0.7	14	1.0	1.7	46
Cc1nccn1S(=O)(=O)c1cc([N+](=O)[O-])ccc1Cl	3	4	-4	-26	1.6	-7	0.3	0.6	-86
CN1CCN(C(=O)CC23CC4CC(CC(C4)C2)C3)CC1	6	5	6	-1	1.0	-20	0.0	1.0	29
CCOC(=O)c1[nH]c2ccccc2c1NC(=O)NC1CCCCC1	2	-7	-2	-13	-4.5	-14	0.6	-0.2	26
COc1cccc(N2CCN(C(=S)Nc3cccc(C)c3)CC2)c1	-5	-28	6	-29	4.2	-10	0.8	0.2	-14
COc1cc(/C=C/c2ccc(O)cc2)cc(OC)c1	/	-23	2	-4	1.8	2	-0.7	-0.3	-7
O=C(Nc1cccnc1)c1ccccc1-c1nc(-c2ccccc2F)no1	-7	-6	2	-25	3.1	-5	0.2	-0.6	35
CCN(C(=O)Cc1c(C(=O)O)[nH]c2ccccc12)c1cc(OC)ccc1OC	-1	-5	-7	-17	0.9	-6	-0.5	0.3	3
CC1(C)CC(=O)C2=C(C1)Nc1ccccc1NC2c1cccs1 (stereo not given)	-1	13	6	2	0.5	9	-0.1	1.5	-6
O=C(Nc1ccc(N2CCN(C(=O)c3ccccc3)CC2)c(Cl)c1)c1ccco1	-28	-9	-2	6	0.6	-21	3.1	3.6	55
COc1ccccc1NC(=O)Cc1noc(CN(C)Cc2cccs2)n1	-6	2	0	-28	1.8	-16	-0.3	-0.4	7
CC(=O)c1c(C(=O)O)c2ccccc2[nH]c1=O	14	0	/	1	-1.3	-7	0.8	-0.1	-1
COc1ccc(CCNC(=O)CCc2ccc(S(=O)(=O)NCC(C)C)cc2)cc1	23	9	3	-6	1.1	-6	0.3	0.5	-15
CCCC(CCC(=O)NC1CCCCC1)C(=O)O (stereo not given)	14	0	0	-14	3.8	-12	0.8	-0.9	31
Oc1ccccc1CNc1cnc2ccccc2c1	-125&-49	3	-6	-8	2.3	-5	1.2	2.9	50
CC(=O)Nc1sc(C)c(C)c1C(=O)OCC(=O)Nc1cc(S(=O)(=O)N2CCCCC2)ccc1Cl	-22	0	4	-13	0.5	12	-0.2	1.2	4
CCCNC(=O)CN(Cc1ccco1)S(=O)(=O)c1ccc(OCC)cc1	-41	0	0	-1	3.3	-12	-0.2	-0.3	-16
Cc1ccnc(NC(=O)c2ccc(S(=O)(=O)c3ccccc3)cc2)c1	-46	0	-12	14	-0.8	15	1.1	0.9	18
C/C=C(\C)CN1CCN(c2ccccc2F)CC1	-5	-6	-6	-1	1.2	-5	0.5	-0.4	18
O=C(N/N=C(/CC(=O)c1cccs1)C(F)(F)F)c1ccc(O)cc1	9	18	-7	-10	5.7	8	0.6	-1.2	23
CCOC(=O)c1cccc(NC(=O)C2(S(=O)(=O)c3ccc(Cl)cc3)CC2)c1	9	-3	0	-27	0.9	-1	-1.8	-2.3	10
COc1ccc(NC(=O)Nc2nnc(N3CCCCC3C)s2)cc1OC (stereo not given)	-1	3	1	12	2.6	-13	0.6	-2.1	-12
O=C(CSc1nc2[nH]ncc2c(=O)[nH]1)N1CCCCC1	23	-4	6	-13	1.3	-1	0.3	-0.4	-1
CCCS(=O)(=O)N1CCC(C(=O)NCCCN2CCCC2=O)CC1	13	14	9	-2	0.5	-3	0.1	0.2	13
CN(C)CCNC(=O)c1cccc(S(=O)(=O)Nc2ccc(F)cc2)c1	11	2	4	-14	-1.1	5	-0.2	-1.1	9
CCOC(=O)c1cc(C#N)c(SCc2ccc(C#N)cc2)nc1C	11	2	2	-4	1.6	-2	0.1	0.1	33
Nc1ccc2nc(SCc3cccc(F)c3)sc2c1	-37	5	-1	-8	3.7	17	0.3	0.4	18
CCc1ccc(C(=O)NNc2ccc(F)cc2F)cc1	6	17	/	-6	-0.8	26	-0.5	-1.6	-7
COc1ccc(C2C(C#N)=C(N)N(c3sc4c(c3C#N)CCCC4)C3=C2C(=O)CC(C)(C)C3)cc1OC (stereo not given)	-2	4	2	-7	-1.8	-5	-0.7	-0.9	32
Cc1cc(C)n(-c2ccc(C(=O)NC3CCCCC3)cc2)n1	-35	-11	0	4	-0.9	1	0.1	1.1	2
CN1CCS/C1=C\C=C1/SC(=S)N(CC(=O)O)C1=O	8	-11	2	-7	1.0	5	9.9	31*	3
CC(C)CCN1CN(S(=O)(=O)c2cccs2)c2nc3ccccc3nc21	29	0	-4	-13	2.7	6	0.7	0.0	-4
Cn1nnnc1SCC(=O)Nc1ccccc1Cc1ccccc1	-4	1	0	-2	1.6	-7	0.3	-0.1	7
COCCNC(=O)CCCC(=O)NCCOC	25	5	-2	-9	0.3	22	0.5	-2.5	11
COc1ccccc1CNC(=O)c1nnc(Cc2ccc(Cl)cc2)o1	6	-5	-1	-1	1.0	-54	0.3	-0.6	4
CC(C)(C)c1c(Cl)c(O)c(-c2ccccc2)c(=O)n1-c1ccccc1	-3	-9	1	-2	0.4	4	0.7	-0.3	10
CCOC(=O)c1ccc(NC(=S)N(CCCN2CCN(CC)CC2)Cc2ccco2)cc1	-1	4	3	-14	0.7	12	1.6	0.4	16
O=[N+]([O-])c1ccc(Cc2ccncc2)cc1	-2	-11	-1	1	0.5	10	-0.1	-1.1	28
O=C(/C=C/c1ccccc1[N+](=O)[O-])OCC(=O)c1ccccc1	12	-7	2	-10	-0.9	9	0.6	-1.8	11
O=C(/C=C/c1cccc(F)c1)Nc1ccc(S(=O)(=O)Nc2ncccn2)cc1	-11	11	/	-15	-0.1	17	0.8	-1.0	21
COCCN(C(=O)C1CCCC1)c1c(N)n(Cc2ccccc2)c(=O)[nH]c1=O	-6	-1	-1	2	-2.7	-7	1.1	1.8	-8
O=C1Nc2ccc(Cl)cc2/C1=C/C1CC=CCC1 (stereo not given)	3	-11	5	-7	0.5	-6	0.3	0.7	0
COc1cc(-c2nnc(SCC(=O)c3ccccc3)o2)cc(OC)c1OC	-14	-4	5	-2	1.5	-12	-0.5	-1.8	-1
COC(=O)CC1C(=O)NCCN1C(=S)NC(=O)c1ccccc1[N+](=O)[O-] (stereo not given)	19	-3	-2	-6	-0.8	-1	0.0	2.2	-13
CC12CCC(C(=O)Nc3cccc(Cl)c3Cl)([C@H](Br)C1=O)C2(C)C (stereo not given in full)	-3	-11	/	-12	0.6	13	-0.9	-2.4	-22
COc1ccccc1NC(=O)c1nnn(CC(=O)Nc2cccc(SC)c2)c1N	7	-13	4	-26	0.8	-44	0.0	0.5	70*

Screens (PubChem BioAssay)
